Screening data from PubChem.
EBI2 block: antagonists of human EBI2 receptor. P32249. AID 651636. 360,000 compounds, 0.81% hits. inhibition, % at 5 µM. EBI2 beta-arrestin recruitment, luminescence, 7a,25-OHC stimulated; in the data active = inhibition above about 38%;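 note: enzyme fragment complementation signal reports receptor beta-arrestin coupling in cells; 0% = agonist plus DMSO wells and 100% = wells without agonist; some results beyond the cut were filed as inactive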
Target sequence (P32249 whole entry, looked up, the tested form may be a part): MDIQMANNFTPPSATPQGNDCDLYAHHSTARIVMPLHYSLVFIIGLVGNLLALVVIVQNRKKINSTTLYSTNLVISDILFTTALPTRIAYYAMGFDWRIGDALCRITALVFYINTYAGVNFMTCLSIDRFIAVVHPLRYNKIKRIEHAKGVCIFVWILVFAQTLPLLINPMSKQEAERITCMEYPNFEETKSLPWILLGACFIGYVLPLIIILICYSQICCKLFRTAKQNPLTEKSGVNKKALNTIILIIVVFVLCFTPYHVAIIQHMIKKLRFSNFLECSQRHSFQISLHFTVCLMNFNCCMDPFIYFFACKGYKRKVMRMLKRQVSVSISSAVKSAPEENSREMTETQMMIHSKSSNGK
CCR6 antag: CCR6 (human) receptor antagonism; CHO-K1 CCR6 PathHunter beta-arrestin, luminescence, CCL20-stimulated; inhibition, % at 20 µM; 340,000 compounds, 0.49% hits; AID 493098;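 active = compounds whose inhibition of the agonist-driven luminescence signal at 20 µM reaches about 50%, limit read from the data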;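 note: cells stimulated with CCL20 at 14 nM final; plate controls were DMSO with CCL20 for no effect and DMSO without agonist for full effect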
UPR XBP1 act: adaptive UPR (XBP1) activation; CHO-XBP1 luciferase reporter, IRE1-XBP1 UPR activation, luminescence; percent of tunicamycin response, DMSO as zero; activation, % at 20 µM; 330,000 compounds, 0.33% hits; AID 463104;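 active = versus positive control, 20 µM dose yields 30% or more activation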;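 note: 100% = tunicamycin at 10 µg/mL and 0% = DMSO only wells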
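Signal: luciferase luminescence; Assay system: CHO-XBP1 luciferase reporter cells; Amount: one thousand reporter cells per well; Dosing: 20 µM single concentration, DMSO 1%; Benchmarks: high control tunicamycin 10 µg/mL final, low control DMSO vehicle only; Schedule: 6 h compound exposure at 37 °C, 5% CO2; Evaluation: percent activation relative to tunicamycin reference.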
APJ antagonist: antagonists of human APJ apelin receptor; 330,000 compounds, 0.32% hits; CHO-K1 APJ beta-arrestin complementation, luminescence; inhibition, % at 20 µM; AID 2521; P35414;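 active = inhibition above about 40% at 20 µM, limit read from the data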;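 note: cells challenged with 10 nM apelin-13 agonist together with compound; plate controls were apelin-13 plus DMSO wells for no effect and DMSO wells lacking apelin-13 for full effect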
Target sequence (P35414 whole entry, looked up): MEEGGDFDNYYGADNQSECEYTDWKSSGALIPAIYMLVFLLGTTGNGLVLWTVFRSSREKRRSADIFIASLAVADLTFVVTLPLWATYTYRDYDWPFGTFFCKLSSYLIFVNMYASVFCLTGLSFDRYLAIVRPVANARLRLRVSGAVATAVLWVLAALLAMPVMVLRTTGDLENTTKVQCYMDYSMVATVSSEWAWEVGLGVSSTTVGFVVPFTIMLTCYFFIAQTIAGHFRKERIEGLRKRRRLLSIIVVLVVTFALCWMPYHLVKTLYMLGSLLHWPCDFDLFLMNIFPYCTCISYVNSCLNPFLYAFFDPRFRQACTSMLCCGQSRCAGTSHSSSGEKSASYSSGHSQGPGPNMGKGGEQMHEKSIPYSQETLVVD
CHOP UPR activ: apoptotic UPR (CHOP) activation; activation, % at 10 µM; AID 449763; CHO-CHOP luciferase reporter, luminescence; percent of tunicamycin response over DMSO baseline; 330,000 compounds, 0.34% hits;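 active = at 10 µM dose, activation of 40% or more, normalized to positive control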;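 note: 100% = tunicamycin at 10 µg/mL and 0% = DMSO alone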
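assay system = CHO CHOP reporter cells | amount = 500 CHO-CHOP cells per well | buffer or medium = F12 with 10% FBS | incubation = 16-18 h cell attachment, then 6 h compound exposure, 37 °C | detection = luminescence read with Steady-Glo | read-out = percent activation relative to tunicamycin control | controls = tunicamycin high control, DMSO low control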
tim23-1 inh: tim23-1 yeast growth inhibition | S. cerevisiae tim23-1 growth, BacTiter-Glo luminescence, 24 h | inhibition, % at 20 µM | 330,000 compounds, 1.3% hits | AID 463212;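 active = growth inhibition of the mutant yeast at or above 50%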;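 note: temperature-sensitive mutant grown at 25 °C; plate controls were DMSO-treated mutant yeast for no effect and medium wells lacking yeast for full effect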
Mdm2 MdmX PPI: inhibitors of human Mdm2/MdmX interaction; 330,000 compounds, 3% hits; inhibition, % at 8 µM; SaOS-2 split-luciferase Mdm2/MdmX complementation, luminescence;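 active = inhibition of at least 50% at 8 µM in the primary screen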
APJ ag: activates the human apelin receptor APJ | P35414 | CHO-K1 APJ PathHunter beta-arrestin, luminescence; 0% DMSO wells, 100% apelin | activation, % at 20 µM | 330,000 compounds, 0.11% hits;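 active = activation more than six SD over the plate average, tested at 20 µM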;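 note: 0% = DMSO alone and 100% = apelin-13 at 10 nM; some results filed as inactive read as strong as hits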
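Assay system: CHO-K1 cells stably expressing ProLink-tagged human APJ and arrestin–beta-gal acceptor. Compound dosing: 20 µM single point, 1% DMSO. Times: 16-18 h seeding, 90 min dark compound exposure, 60 min detection. Detection: beta-gal luminescence. Evaluation: APJ–arrestin association signal. Controls: negative DMSO alone, positive Apelin-13 at 10 nM.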
CXCR6 block: blocks human CXCR6 beta-arrestin recruitment | inhibition, % at 20 µM | 360,000 compounds, 0.36% hits | AID 602244 | CHO-K1 PathHunter CXCR6 beta-arrestin, luminescence; in the data active = inhibition above about 34%, passing the limit was not always enough;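 note: antagonist mode with CXCL16 agonist at 10 nM final; 0% = 10 nM CXCL16 with DMSO and 100% = unstimulated wells without agonist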
Target sequence (O00574 whole entry, looked up): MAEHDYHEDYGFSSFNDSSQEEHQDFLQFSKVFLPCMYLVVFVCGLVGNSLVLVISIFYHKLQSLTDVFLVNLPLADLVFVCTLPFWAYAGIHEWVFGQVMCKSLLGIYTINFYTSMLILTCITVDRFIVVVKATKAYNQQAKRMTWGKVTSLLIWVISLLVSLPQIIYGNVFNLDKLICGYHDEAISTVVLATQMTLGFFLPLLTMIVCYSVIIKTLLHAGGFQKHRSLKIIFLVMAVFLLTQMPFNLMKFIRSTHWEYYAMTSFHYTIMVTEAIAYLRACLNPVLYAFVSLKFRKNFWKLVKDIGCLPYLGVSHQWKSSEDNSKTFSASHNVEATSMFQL
The depositor's hits bear a star; . = no result given. These rows are one share of the data, so the mix of outcomes need not match the whole.

SMILES	EBI2 block	CCR6 antag	UPR XBP1 act	APJ antagonist	CHOP UPR activ	tim23-1 inh	Mdm2 MdmX PPI	APJ ag	CXCR6 block
COc1ccc(N2CCN(C(=O)CCS(=O)(=O)c3ccc(C)cc3)CC2)cc1	-9	2	-4	-6	-2.7	6	11	0	3
O=C(CSc1nc2ccccc2c(=O)n1Cc1ccco1)N1CCCCCC1	-51	7	2	22	2.4	24	34	-4	15
CC1(C)CC(=O)C(=Cc2cn(CCC#N)nc2-c2ccc(Cl)cc2)C(=O)C1	17	-25	-5	3	-0.3	37	-11	-4	-15
NC(=O)C1CCN(CCC(=O)Nc2cccc(Cl)c2)CC1	8	-4	0	10	-0.5	4	5	0	4
COC(=O)C1=C[C@@H](C(=O)OC)C2C3=C(C(=O)C24CCCCC4)[C@H](C)n2c(=O)n(C)c(=O)n2[C@@H]3C1 (stereo partly specified)	-11	13	0	18	-1.1	4	7	-2	-13
CN(C)c1ccc(N=Nc2ccccc2C(=O)OCC(=O)NCC2CCCCC2)cc1	21	54*	11	22	5.0	30	3	-8	17
CN1CCN(C(c2cccs2)c2nnnn2Cc2ccc(F)cc2)CC1 (stereo unspecified)	-12	0	3	13	0.4	-1	-9	-4	6
CCc1nnc(NC(=O)CCC(=O)NC2CCCCC2)s1	-5	19	-1	1	-4.0	2	13	-4	-2
COc1ccc2sc(-c3ccc(S(C)(=O)=O)cc3)c(-c3ccc(SC)cc3)c2c1	7	10	6	7	1.4	17	11	-5	5
Cc1ccc(NC(=O)CN(C)S(=O)(=O)c2ccc(Br)s2)cc1F	3	25	0	3	-0.7	0	47	4	2
CCOC(=O)C1CCN(C(=O)CCc2ccccc2)CC1	-5	7	-2	12	5.3	10	-23	-4	5
CCOC(=O)C1CSC2(CCC(c3ccccc3)CC2)N1 (stereo unspecified)	-16	0	-3	10	0.9	16	-4	-3	-11
Cc1ccc2[nH]c(=O)c(CN(Cc3ccco3)S(=O)(=O)c3c(C)ccc4nsnc34)cc2c1	8	5	-3	13	-0.7	29	55*	2	1
Cc1ccc(C2=NNC(c3ccc(Cl)cc3)=Nc3ccccc32)o1	4	21	-1	-24	2.2	42	15	-1	-12
CC(=O)Nc1ccc2c(CSc3nnc(N)s3)cc(=O)oc2c1	-14	-3	-1	-12	1.0	-3	-1	-4	3
O=S(=O)(c1ccccc1)[C@@]1(c2ccccc2)C[C@@H]2ON=C(c3cccc(Br)c3)[C@@H]2C1	18	1	0	1	1.5	24	47	5	3
Cc1ccccc1NS(=O)(=O)c1ccc2[nH]cc(C(=O)N(C)Cc3ccco3)c(=O)c2c1	-15	9	-5	3	1.9	7	10	-2	3
O=C1C2CC=CCC2C(=O)N1c1ccc(NCCc2ccc(O)cc2)c([N+](=O)[O-])c1 (stereo unspecified)	6	31	7	16	3.5	38	12	0	20
O=C(COC(=O)c1ccccc1NCCO)Nc1cc(C(F)(F)F)ccc1N1CCOCC1	12	12	2	4	1.0	27	20	1	2
CC(C)N(Cc1ccccc1)C(=O)COC(=O)c1cnc(Cl)c(Cl)c1	10	31	-4	10	1.5	42	63*	-2	24
Cc1ccc(-c2ccc(SCC(=O)N3CCCc4ccccc43)nn2)cc1	.	.	2	9	4.5	28	13	-2	.
CCCCCC(=O)N/N=C/c1ccc([N+](=O)[O-])o1	-6	-1	2	-52	1.0	22	9	-2	-7
COc1ccc(NS(=O)(=O)c2ccc3c(c2)oc(=O)n3C)cc1Cl	6	9	-2	-10	-0.8	4	-20	-2	7
O=c1[nH][nH]cc1C=Nc1ccc(Oc2ccccc2)cc1	4	11	1	-5	0.1	-14	23	-2	-10
O=S(=O)(Cc1cc(-c2ccccc2Cl)no1)c1ccccc1	1	16	2	-6	5.0	19	-33	0	-1
C#CCOCCOCCOCCNc1nc(N2CCN(C(=O)[C@H]([C@@H](C)CC)n3cc(CCCN=C(N)N)nn3)CC2)nc(N2CCN(C(=O)[C@H](C)n3cc(CCCN=C(N)N)nn3)CC2)n1	.	4	1	7	-0.9	-5	21	-3	.
CC(=O)Nc1ccc(-c2cc(-c3ccc(NC(C)=O)cc3)nc(-c3ccc(NC(C)=O)cc3)n2)cc1	2	-34	-1	-6	5.8	-2	-5	-1	-4
CC(/C=C1\SC(=S)N(NS(=O)(=O)c2ccc(C)cc2)C1=O)=C\c1ccccc1	3	25	-1	4	1.5	29	11	-5	11
COc1ccc(OC)c(-c2csc(NC(=O)C3COc4ccccc4O3)n2)c1 (stereo unspecified)	-16	11	1	1	-2.0	-1	25	-2	-1
Cc1noc(C)c1COc1cccc(C(=O)NCCc2c[nH]c3ccccc23)c1	27	-12	2	-1	-1.0	7	43	-3	-10
Cc1cc(C(=O)Nc2nc(-c3ccccn3)cs2)ccc1[N+](=O)[O-]	-1	29	0	4	0.3	-22	63*	-5	24
O=C(NCCc1ccc(S(=O)(=O)N2CCCC2)cc1)c1cccs1	18	3	-5	4	-2.8	11	13	-4	-2
Cc1cc(C)cc(NC(=O)CN(C)S(=O)(=O)c2cccc3nsnc23)c1	11	8	-2	-3	0.6	22	8	-1	6
CCCCOC(=O)Oc1ccc2c(=O)c(Oc3cccc(C)c3)coc2c1	-16	-4	-1	7	1.7	35	-20	-3	-3
CC(=O)N1CCN(c2ccc(NC(=O)c3ccc(Cl)cc3)cc2)CC1	-5	10	-5	21	2.2	12	4	4	-4
CCc1ccc(CN2CCSCC2)cc1	-6	7	-8	10	0.3	1	11	-4	2
Cc1cc(C)nc(NNC2=CC(=[N+]3CCCCC3)CC(C)(C)C2)n1	1	18	-1	34	2.1	2	-2	-3	10
COc1ccc(S(=O)(=O)N(C)CC(=O)NCCC2=CCCCC2)cc1C	3	-7	0	-2	1.2	23	-13	-2	-13
O=[N+]([O-])c1cc(/C=N/Nc2nc(N3CCOCC3)nc(N3CCOCC3)n2)ccc1Cl	-11	5	-3	5	0.5	-29	10	-3	2
Cn1c(SCc2ccc(Cl)cc2Cl)nc(C(F)(F)F)cc1=O	4	10	2	13	-2.1	1	15	-3	-2

Only CCR6 antag, APJ antagonist and CXCR6 block (2 entries from above):
compound,CCR6 antag,APJ antagonist,CXCR6 block
Cc1cc(C)nc(NNC2=CC(=[N+]3CCCCC3)CC(C)(C)C2)n1,18,34,10
COc1ccc(S(=O)(=O)N(C)CC(=O)NCCC2=CCCCC2)cc1C,-7,-2,-13

The listing continues.
SMILES	EBI2 block	CCR6 antag	UPR XBP1 act	APJ antagonist	CHOP UPR activ	tim23-1 inh	Mdm2 MdmX PPI	APJ ag	CXCR6 block
O=C(Nc1ccc2oc(-c3ccccc3F)nc2c1)c1cncc(Br)c1	-13	-3	3	4	1.2	-25	46	0	-2
O=C(CNC(=O)c1ccncc1)N/N=C/c1ccccc1[N+](=O)[O-]	4	15	1	-6	1.7	4	-14	-2	-1
COc1ccc(CCNC(=O)COC(=O)/C=C/c2cc(OC)c(OC)c(OC)c2)cc1OC	5	8	1	-11	-1.9	-2	21	-2	-6
COCCNC(=O)Cn1cc(/C=C(\C#N)C(=O)NC2CC2)c2ccccc21	-19	1	3	11	-0.6	19	-6	-2	2
O=C(CNC(=O)c1cccnc1)N/N=C/c1ccc(O)cc1O	5	-2	5	-13	2.9	-2	15	-1	1
C=CC[n+]1c(C)csc1Nc1ccc(C)cc1	-2	20	1	10	1.9	8	24	-4	0
CCOc1ccccc1N1CCN(S(=O)(=O)c2cc(C)ccc2OC)CC1	1	8	-4	-2	-1.0	17	25	-2	6
O=C(c1c(F)c(F)c(F)c(F)c1F)N1CCc2ccccc21	-8	-9	1	2	-0.7	15	10	-1	-5
Cn1nnnc1SCC(=O)NCCCc1ccccc1	-3	-14	-1	-1	-2.2	12	4	5	-3
COc1ccc(NC(=O)C/C(C)=N/NC(=O)c2cnccn2)c(OC)c1	-8	0	-1	3	1.0	11	-16	1	10
CCOC(=O)N1CCC(NC(=O)C2CCCN(S(C)(=O)=O)C2)CC1 (stereo unspecified)	-14	10	-4	6	-1.4	18	-9	4	1
COc1cc(-c2nc(-c3cccc(C)c3)no2)cc(OC)c1OC	23	-6	7	2	0.4	21	16	-2	-7
C/C(=N\NC(=O)CNC(=O)c1cccnc1)c1cccc(O)c1	12	-5	-1	11	-1.5	-4	1	-2	-6
COc1cc(/C=N/NC(N)=O)ccc1OC(=O)c1cccs1	-18	9	4	-11	1.6	12	-27	-2	1
CS(=O)(=O)N(CC(=O)NCc1cccnc1)C1CCCCC1	-10	1	-1	1	0.0	7	3	-1	-3
NCCOc1ccccc1Cc1ccccc1	-4	11	-6	11	1.8	10	36	-5	-2
CCN(CC)C(=O)COc1ccc2oc(C)c(C(=O)OC(C)C)c2c1	5	10	1	11	-1.9	30	14	-1	4
COC(=O)c1ccc(Cl)cc1NC(=O)/C=C/c1ccc(C)o1	0	-34	1	15	0.5	5	14	-3	-9
O=c1oc2cc(Cl)ccc2n1CSc1nc2ccccc2s1	5	29	-1	-1	4.0	5	-72	5	-1
COc1ccc(-c2nn(-c3ccccc3)cc2/C=N/NC(=S)NC(C)C)cc1OC	37	23	6	-8	1.1	43	32	4	-5
Cc1ccc(C(=O)NNC(=O)CSc2nnc(C(C)C)n2C)cc1	-7	-8	-2	1	0.6	11	8	-4	-5
COc1cc(NC(=O)CN2CCC(C)CC2)c(C)cc1[N+](=O)[O-]	-3	3	2	15	6.6	10	-11	-1	4
COc1cccc(-c2nc(CS(=O)(=O)CC(=O)NC3CC3)c(C)o2)c1	3	12	-3	29	2.5	-2	-12	0	-9
COC(=O)CN1C(=O)[C@H]2[C@@H](/C=C/c3ccccc3)N3C(=O)CN(Cc4ccccn4)C(=O)[C@@]3(Cc3ccccc3)[C@H]2C1=O	.	6	-2	9	-0.3	3	17	-2	.
COc1cccc(NC(=O)N2CCc3ccccc3C2)c1	-3	17	0	6	4.2	18	-38	2	-4
COc1ccc(CN(Cc2nc3ccccc3c(=O)[nH]2)C(=O)NC2CCCCC2)cc1	-6	-5	0	12	2.0	11	-21	5	-6
C[C@H](CO)N1C[C@H](C)[C@@H](CN(C)C)Oc2c(NC(=O)C3CC3)cccc2C1=O	6	3	5	4	0.0	-11	-6	-4	-3
CCCCN(C)C(=O)C1CCC(CNS(=O)(=O)c2ccc3c(c2)CC(C)N3C(C)=O)CC1 (stereo unspecified)	-2	6	-5	1	-1.5	7	27	-2	0
CCn1c(-c2sc(-c3ccccc3)nc2C)n[nH]c1=S	2	-6	-4	-8	-1.0	24	10	-3	-1
CC(C)Oc1cccc(C(=O)NC(=S)Nc2cccnc2)c1	-1	38	-4	42*	5.2	27	-3	-5	21
O=C(NCCN1C(=O)C2C3C=CC(C3)C2C1=O)Nc1ccccn1 (stereo unspecified)	-5	11	1	-1	0.5	13	-25	-1	-8
